Source: PubChem (several laboratories)
S1P4 agonist – human S1P4 receptor agonism. O95977. S1P4-expressing cell line, agonist reporter assay. activation, % at 4.98 µM. 0.35% of 220,000 active; in the data active = activation above about 11%;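 note: 0% = DMSO vehicle and 100% = reference agonist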
Ba/F3 V617F tox – reduce viability of Ba/F3 cells dependent on JAK2V617F. AID 1446. 1.1% of 220,000 active. inhibition, % at 5.6 µM. Ba/F3 EpoR-JAK2V617F viability, ATP luminescence;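 active = inhibition above the campaign mean plus 3 SD over all tested compounds, cut at about 24% in these data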;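 note: cytokine-independent growth of Ba/F3 cells driven by EpoR plus mutant JAK2; 0% = DMSO-treated cells and 100% = JAK inhibitor I control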
BaF3 tox – reduces parental Ba/F3 cell viability, JAK2V617F counter-screen. 1.1% of 220,000 active. CellTiter-Glo ATP luminescence. AID 1486. inhibition, % at 5.6 µM;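 active = inhibition above a per-campaign cutoff, the mean inhibition of all tested compounds plus 3 SD, cut at about 27% in these data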;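 note: 0% = DMSO wells and 100% = JAK Inhibitor I control wells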
EP2 mod – modulators of human EP2 prostaglandin E2 receptor. P43116. EP2-expressing cells, cAMP HTRF FRET, PGE2 co-stimulation. induction, % at 25 µM. 0.83% of 260,000 active;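 active = compounds whose cAMP rise, as percent of the full-agonist control response, exceeds 60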;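 note: rat C6 glioma line stably carrying human EP2 under a CMV promoter; the protocol text gives 20 µM as final concentration; 100% = response of wells given 1 µM PGE2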
Target sequence (P43116 whole entry, looked up): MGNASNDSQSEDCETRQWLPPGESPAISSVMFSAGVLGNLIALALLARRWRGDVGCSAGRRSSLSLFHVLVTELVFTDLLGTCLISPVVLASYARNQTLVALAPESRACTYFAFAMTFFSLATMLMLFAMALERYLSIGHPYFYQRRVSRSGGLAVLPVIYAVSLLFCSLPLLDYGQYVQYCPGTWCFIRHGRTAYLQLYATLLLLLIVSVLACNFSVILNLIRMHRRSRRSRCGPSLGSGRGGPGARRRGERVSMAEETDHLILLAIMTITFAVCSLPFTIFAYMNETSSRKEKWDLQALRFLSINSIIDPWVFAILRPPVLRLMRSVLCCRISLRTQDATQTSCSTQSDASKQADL
PERK inhibitor – inhibitors of human PERK kinase. Q9NZJ5. CHO PERK-DD fusion, SEAP luminescence translation reporter. inhibition, % at 5.6 µM. 0.17% of 220,000 active. AID 1416;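 active = inhibition above the mean inhibition of all tested compounds plus 3 SD, set separately per screening campaign, cut at about 2.9% in these data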;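 note: PERK kinase domain activated by AP20187 dimerizer at 100 nM; 0% = DMSO with dimerizer and 100% = rapamycin at 8.4 µM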
S1P4 antag – antagonists of human S1P4 receptor; O95977; S1P4-expressing cells, antagonist mode, reporter read-out; inhibition, % at 4.98 µM; 0.26% of 220,000 active; AID 1510; in the data active = inhibition above about 29%;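 note: 0% = wells stimulated with agonist and 100% = vehicle wells without agonist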
TRPN1 ag – zebrafish TRPN1 (NompC) channel agonism; activation, % at 3 µM; HEK293 zebrafish TRPN1-YFP, Fluo-8 calcium fluorescence; 100% = response to 87 µM carbachol; 0.18% of 220,000 active;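 active = activation above its plate's cutoff, the mean activation of test wells on that plate plus 3 SD, cut at about 19% in these data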;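 note: 0% = DMSO alone and 100% = 87 µM carbachol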
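Control set: carbachol 87 µM as high control, DMSO as low control; system: HEK293 stable line with zebrafish TRPN1-YFP; read-out: % activation versus carbachol response; detection: intracellular calcium fluorescence with Fluo-8; doses: single test compound dose, 3 µM nominal, 0.3% DMSO; schedule: dye 1 h 37 °C plus 30 min RT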
Calpain2 inh – inhibitors of pig calpain II; 0.37% of 220,000 active; purified calpain II, fluorogenic peptide substrate, 30 min; inhibition, % at 16 µM;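 active = inhibition above about 50%, limit read from the data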
TRPML3 ag – activates the human TRPML3 channel; HEK293 TRPML3-YFP, Fluo-8 calcium fluorescence; 100% = the carbachol control signal; activation, % at 3 µM; 0.29% of 220,000 active;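 active = activation above its plate's cutoff, the mean activation of the plate's test wells plus 3 SD, cut at about 12% in these data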;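 note: 0% = DMSO only wells and 100% = carbachol wells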
Target sequence (Q8TDD5 whole entry, looked up): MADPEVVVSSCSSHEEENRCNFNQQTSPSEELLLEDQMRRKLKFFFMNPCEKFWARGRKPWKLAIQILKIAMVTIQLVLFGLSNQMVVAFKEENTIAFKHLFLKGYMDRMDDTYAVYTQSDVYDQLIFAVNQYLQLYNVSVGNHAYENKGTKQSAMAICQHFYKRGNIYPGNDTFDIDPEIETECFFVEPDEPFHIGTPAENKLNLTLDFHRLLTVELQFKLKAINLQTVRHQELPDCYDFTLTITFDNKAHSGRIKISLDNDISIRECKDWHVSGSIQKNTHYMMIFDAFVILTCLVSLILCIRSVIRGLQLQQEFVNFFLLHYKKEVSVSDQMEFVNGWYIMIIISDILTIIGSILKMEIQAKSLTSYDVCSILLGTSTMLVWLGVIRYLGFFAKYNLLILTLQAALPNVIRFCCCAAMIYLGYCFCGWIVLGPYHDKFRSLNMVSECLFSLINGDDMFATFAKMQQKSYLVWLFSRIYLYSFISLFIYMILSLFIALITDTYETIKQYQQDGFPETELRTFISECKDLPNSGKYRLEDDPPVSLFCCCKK
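Material: TRPML3-YFP stable HEK293 cells | Dosing: One concentration, 3 µM nominal, 0.3% DMSO | Timing: 125 s total fluorescence read per well | Technique: Fluo-8 calcium dye fluorescence, ex 470-495, em 515-575 nm | Measure: Percent activation from peak-to-basal fluorescence ratio, scaled between DMSO and carbachol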
* hit, by the source's call; i = inactive; & = joins results of further samples.

SMILES | S1P4 agonist | Ba/F3 V617F tox | BaF3 tox | EP2 mod | PERK inhibitor | S1P4 antag | TRPN1 ag | Calpain2 inh | TRPML3 ag
CCCCCOc1ccc(CSC(=N)N)cc1[N+](=O)[O-] | 3.1 | 3 | 7 | -28 | -1.4 | -41 | 0.2 | 29 | 0.4
Cc1ccc(CNC(=O)/C=C/c2c(Cl)cccc2Cl)cc1 | 1.3 | -1 | 1 | -16 | 0.8 | -10 | 0.4 | 15 | 0.3
CC(C)[N+]1=C2C=CC=CC=C2SC12C([N+](=O)[O-])=CC(=[N+]([O-])[O-])C=C2[N+](=O)[O-] (centres undefined) | -0.6 | 0 | 3 | -3 | -0.2 | 2 | 2.4 | -31 | 0.9
CCCN1CCN(C(=O)c2cccc3c2C(=O)N(CCOC)C3)CC1 | -1.0 | 0 | 1 | 13 | 0.3 | -1 | 0.4 | 5 | 1.7
COc1ccc2c(c1)C1=NN(/C(C)=C\C(C)=O)C(c3ccccc3)C1CC2 (centres undefined) | -0.8 | 1 | 3 | 4 | -0.4 | -14 | 1.4 | 4 | -0.9
C(=N\N1CCOCC1)/c1cn(-c2ccccc2)nc1-c1ccccc1 | 0.7 | -5 | -2 | -8 | 0.8 | -3 | -1.4 | 3 | 0.5
O=c1[nH][nH]c(C(F)(F)F)c1C=Nc1ccccc1Cl | -2.0 | -2 | 4 | 36 | 1.1 | -5 | 1.3 | -2 | 0.5
COc1cc(/C=C2/NC(=O)N(Cc3ccccc3F)C2=O)cc(OC)c1OC | -1.9 | 4 | 4 | -19 | -0.3 | 12 | 0.3 | -5 | 1.8
O=C(Nc1cccc(S(=O)(=O)Nc2ccc(Cl)cc2)c1)c1ccc[n+]([O-])c1 | 1.7 | 1 | -3 | -23 | 0.4 | -25 | 1.2 | -2 | 0.7
Cc1ccc(C(=O)/C=C2\NCC(C)NC2=O)cc1 (centres undefined) | -1.4 | 5 | 4 | -14 | -0.3 | 3 | -1.6 | 16 | -1.1
Cn1c(CNC(=O)c2ccccc2F)nnc1SCc1ccc(F)cc1 | 0.3 | -5 | 2 | -3 | 0.6 | -6 | -0.6 | -9 | 0.3
Fc1ccccc1N1CCN(c2nc(-c3cccs3)nc3ccccc23)CC1 | 0.3 | 1 | 3 | 14 | -0.3 | 2 | -0.4 | -16 | 0.7
CNc1ccccc1NC(=O)CCn1c(=S)oc2ccccc21 | -2.4 | 1 | 1 | -12 | -0.9 | 7 | -0.2 | 11 | -0.3
Cc1ccc(CS(=O)(=O)c2ccc(C(=O)N3CCCCC3)cc2[N+](=O)[O-])cc1 | 0.4 | 0 | 3 | -41 | 1.0 | -21 | 1.6 | 11 | 1.3
CCCCNC(=O)N(O)C1N(CCCC)C(=O)N(CC(=O)OC)C1(C)C (centres undefined) | 0.1 | 3 | 3 | 0 | -0.4 | 4 | 1.0 | -12 | -0.5
CCN(CC)C1=CC2=CC(=C(C#N)C#N)CCC2CC1 (centres undefined) | 0.5 | 2 | 7 | -20 | 0.3 | 1 | 332* | -2 | 298*
COC(=O)C1CCN(C(=O)COc2ccc(Cl)cc2)CC1 | 3.2 | -1 | 3 | 7 | -0.6 | -8 | -0.4 | 9 | 0.2
O=C(Nc1cccc(-c2nc3cc(Cl)ccc3o2)c1)C1CCCO1 (centres undefined) | -1.5 | -2 | 3 | -22 | -0.3 | -6 | -0.6 | 3 | -0.4
OCCN(CCO)CC(O)Cn1c2ccccc2c2ccccc21 (centres undefined) | 0.4 | 2 | 3 | -8 | -0.7 | -10 | -1.0 | 10 | 0.0
CC(C)CCn1nnnc1C(c1ccc(N(C)C)cc1)N1CCN(C(=O)c2ccco2)CC1 (centres undefined) | 0.4 | 0 | 6 | -18 | -0.5 | 4 | 1.8 | -3 | 0.6
CC(C)C(NC(=O)C12CC3CC(CC(C3)C1)C2)C(=O)NC1=NCCS1 (centres undefined) | 0.0 | -3 | 5 | -8 | 0.0 | 4 | 1.5 | 5 | 1.0
CC(NC(=O)/C(C#N)=C1\N=C(NC(=O)c2ccco2)c2ccccc21)c1ccccc1 (centres undefined) | 0.7 | -2 | 0 | -24 | -0.8 | 4 | 6.6 | -49 | 1.9
O=C(NN1C(=O)c2cc(Br)ccc2NC1c1cc(Br)cc(Br)c1O)c1ccncc1 (centres undefined) | 5.9 | 2 | 9 | 12 | 0.2 | 12 | 0.1 | -24 | 0.2
CCOC(=O)c1ccc(NC(=O)COc2ccc(-n3cnnn3)cc2)cc1 | -0.4 | -2 | 3 | -11 | 1.9 | -11 | 0.8 | -55 | 0.3
CC(=O)c1cccc(-n2nnnc2SCC(=O)Nc2cccc(NC(=O)c3ccco3)c2)c1 | 0.5 | 5 | 13 | -56 | -0.8 | -7 | 1.1 | -4 | 0.0
CC(NC(=O)CNC(=O)OCc1ccccc1)C(=O)N1CC(O)CC1C(=O)OCc1ccccc1 (centres undefined) | -0.8 | -2 | 2 | 27 | 0.6 | -8 | 0.1 | 5 | 0.7
CCOC(=O)Cn1c(=O)oc2cc(S(=O)(=O)NCCc3ccc(OCC)c(OCC)c3)ccc21 | 1.4 | 1 | 3 | 28 | -0.7 | -15 | 0.4 | -6 | -0.1
CC(C)(C)C(=O)Nc1nnc(CSCc2ccccc2F)s1 | 1.4 | -1 | 4 | -15 | 0.0 | -7 | 0.7 | 25 | 1.5
CCCC(OC(=O)CC1Sc2ccccc2NC1=O)C(=O)NCc1ccco1 (centres undefined) | -0.4 | 1 | 2 | 2&-27 | -0.6 | -15 | -0.8 | -28 | -0.2
CC(C)CN1C(=O)C(NC(=O)C2CC2)(C(F)(F)F)C2=C1CC(C)(C)CC2=O (centres undefined) | 0.9 | -2 | 1 | 18 | 0.9 | -25 | 0.0 | 10 | -0.4
CCOC(=O)C1CCCN(c2ncnc3c2oc2ccccc23)C1 (centres undefined) | 0.8 | 1 | 2 | 8 | -1.8 | -17 | 3.6 | -11 | 1.9
Cc1ccc(N(CC(=O)NCc2ccc(F)cc2)C(=O)c2csnn2)cc1C | -1.2 | 2 | 3 | -4 | -0.2 | 3 | -1.1 | 2 | -1.0
Cc1cc(S(=O)(=O)N2CCCC2)ccc1OCC(=O)N1CCC(C(N)=O)CC1 | -0.1 | 0 | 0 | 14 | -0.4 | -21 | 0.8 | -9 | 1.1
COC(=O)c1ccc(CSc2nnc(NC(C)C)s2)o1 | -2.2 | -4 | 1 | 1 | 0.2 | -3 | 0.4 | -9 | -0.1
O=C(COC(=O)c1ccc(F)cc1F)NC1CC1 | 1.3 | -3 | 2 | 19 | 0.9 | -13 | 0.9 | -18 | 0.8
CC(=O)NNc1ncnc2ccccc12 | 1.6 | 0 | 5 | 7 | 0.9 | -8 | -0.3 | -3 | 1.2
O=C(CCCOc1ccccc1)Nc1ccc(Cl)cn1 | 1.6 | -2 | 8 | 8 | -1.0 | -8 | -2.4 | 4 | -0.5
COc1ccc(-n2nc(N)c(C(N)=O)n2)cc1 | 0.3 | 3 | 3 | -38 | 0.2 | -4 | 1.6 | i | 0.7
NC(=O)CSc1nnc(-c2ccc(S(=O)(=O)N3CCOCC3)cc2)n1Cc1ccccc1 | 1.6 | -2 | 1 | 2 | 1.9 | 14 | 0.8 | -20 | -0.3
Cc1csc(Sc2ccc([N+](=O)[O-])cc2C(=O)OCC(=O)NC(=O)NC(C)(C)C)n1 | -1.8 | -2 | 4 | 8 | 1.7 | 3 | 0.0 | -8 | 0.1
Cc1nc(Sc2ccccc2)c(C#N)c(C)c1[N+](=O)[O-] | -1.6 | -3 | -3 | 61* | 0.5 | 2 | -2.4 | -11 | -0.6
N#CC1=C(N)C(C#N)(C#N)[C@H](c2ccncc2)[C@H]2CN(C(=O)OCc3ccccc3)CC=C12 | 0.6 | 4 | 3 | -7 | -0.6 | 0 | 2.0 | -57 | 0.5
Cc1cc(C(F)(F)F)n2nc(-c3cnn(C)c3C(F)(F)F)c(Cl)c2n1 | 2.9 | 1 | 5 | 38 | 0.1 | -14 | -1.7 | -14 | 0.2
CN(C)S(=O)(=O)c1cccc(NC(=O)COC(=O)COc2ccccc2[N+](=O)[O-])c1 | 1.6 | 0 | 2 | 8 | 1.8 | 15 | 1.1 | -3 | -0.3
COC(=O)/C=C1\C(=O)N(c2nc3ccccc3s2)C(=S)N1c1ccc(F)cc1 | 2.7 | -2 | 3 | -13 | -0.2 | 11 | -0.4 | -171 | 1.0
CS(=O)(=O)Nc1ccc(C(=O)NCc2cccnc2)cc1 | 0.1 | -2 | 4 | 24 | 0.3 | -17 | 0.1 | -2 | 1.0
Cc1[nH]n(-c2ccccc2)c(=O)c1C=Nc1ccc(S(=O)(=O)N=C(N)N)cc1 | -0.5 | 1 | 0 | 23 | -0.3 | -1 | 1.3 | -17 | 0.5
COCC(=O)NCCNc1nc2ccc(C)cc2cc1C | -0.1 | -3 | 1 | -18 | 0.7 | 1 | -1.4 | -178 | -0.8

Not a retest: entries from further up.
SMILES | S1P4 agonist | Ba/F3 V617F tox | BaF3 tox | EP2 mod | PERK inhibitor | S1P4 antag | TRPN1 ag | Calpain2 inh | TRPML3 ag
Cc1cc(C(F)(F)F)n2nc(-c3cnn(C)c3C(F)(F)F)c(Cl)c2n1 | 2.9 | 1 | 5 | 38 | 0.1 | -14 | -1.7 | -14 | 0.2
CN(C)S(=O)(=O)c1cccc(NC(=O)COC(=O)COc2ccccc2[N+](=O)[O-])c1 | 1.6 | 0 | 2 | 8 | 1.8 | 15 | 1.1 | -3 | -0.3

Continuation.
SMILES | S1P4 agonist | Ba/F3 V617F tox | BaF3 tox | EP2 mod | PERK inhibitor | S1P4 antag | TRPN1 ag | Calpain2 inh | TRPML3 ag
COc1cccc(CNC(=O)C2CCCN(c3nn4c(=O)cc(C)nc4s3)C2)c1OC (centres undefined) | 3.6 | 3 | 6 | 8 | 0.0 | 0 | 0.3 | -21 | 0.3
Nc1nonc1N/N=C/c1c(O)ccc2ccccc12 | 0.0 | 0 | 7 | -89 | 0.0 | -27 | 4.1 | -74 | 1.3
Cc1cccc(OCC(=O)NCC(=O)N/N=C/c2cc(Br)ccc2OCc2ccccc2)c1 | -0.1 | 4 | 10 | 12 | -1.0 | -5 | 0.4 | -1 | -0.6
COc1ccc(CC(=O)Nc2ccc(S(=O)(=O)Nc3nccc(C)n3)cc2)cc1 | 0.5 | -2 | 3 | 5 | 0.2 | -12 | 0.6 | -30 | 0.4
CCOC(=O)C1(C(F)(F)F)N=C(c2cccnc2)OC(N2CCCCC2)=N1 (centres undefined) | 1.6 | 2 | 5 | 24 | -0.8 | -5 | -1.0 | 12 | -0.3
CC1(C)CC(=O)c2cnc(NC3CC3)nc2C1 | 3.6 | 0 | 8 | -1 | 0.5 | 1 | 1.2 | -9 | 0.7
O=C(NCCN1CCCCC1)c1ccc(Oc2cc(Cl)cc(Cl)c2)o1 | -0.4 | 2 | -4 | -25 | -0.3 | 10 | -1.1 | 19 | -0.4
C=C(C)Cn1c(Sc2nc3ccccc3[nH]2)nc2c1c(=O)[nH]c(=O)n2C | -0.9 | 0 | 0 | -4 | -0.2 | -5 | 1.9 | 27 | 0.2
c1ccc(-c2nc(-c3ccccn3)no2)cc1 | -2.0 | 25* | 25 | -16 | 0.6 | -5 | -1.2 | 2 | 0.3
CN(Cc1ccccc1NCC(=O)Nc1ccccc1C#N)C1CCCCC1 | -0.3 | -2 | 0 | 17 | 1.2 | 3 | -1.3 | 8 | 0.1
Cc1ccccc1NC(=O)NCc1ccc2c(c1)OCO2 | -0.8 | -4 | 5 | -39 | 0.6 | 13 | -1.8 | -7 | 0.2
